# High-throughput results deposited in PubChem BioAssay by several laboratories.
# Rtt109 HAT inh – C. albicans Rtt109 histone acetyltransferase inhibition | inhibition, % at 34.9 µM | AID 540336 | 330,000 tested, 0.16% active | Q5AAJ8 | purified Rtt109/Vps75, ThioGlo CoA-SH fluorescence, 4 h;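 active means inhibition of at least 50% in every replicate; inconclusive means best replicate reaches 50% inhibition but some replicates fall short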
# Target sequence (Q5AAJ8 whole entry, looked up): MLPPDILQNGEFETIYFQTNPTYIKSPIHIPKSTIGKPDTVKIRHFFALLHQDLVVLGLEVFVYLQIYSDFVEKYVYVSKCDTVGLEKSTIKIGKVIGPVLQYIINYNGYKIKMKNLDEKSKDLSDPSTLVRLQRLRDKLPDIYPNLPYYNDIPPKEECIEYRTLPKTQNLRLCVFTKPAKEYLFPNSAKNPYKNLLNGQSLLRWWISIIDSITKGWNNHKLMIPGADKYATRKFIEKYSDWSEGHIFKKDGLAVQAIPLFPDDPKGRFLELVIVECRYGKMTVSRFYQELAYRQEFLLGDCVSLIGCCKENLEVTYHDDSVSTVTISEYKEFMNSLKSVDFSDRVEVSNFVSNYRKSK
# MITF TRPM1 HTS – activators of MITF-driven TRPM1 promoter activity in SK-MEL-5 cells; SK-MEL-5 TRPM1-promoter luciferase, 24 h; % of positive control, neutral wells = 0; activation, % at 12.5 µM; 300,000 tested, 0.75% active; AID 588334;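 active means mean activation of at least 80% with every replicate also reaching 80%; inconclusive means mean reaches 80% but some replicate falls short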;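 further: 0% = neutral control wells and 100% = parthenolide positive control wells; values of inactives mirror those of a sister screen read the other way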
# Wnt act – activates Wnt/beta-catenin signaling in a reporter cell assay. activation, % at 9.35 µM. 300,000 tested, 1.2% active. activator, plate reader; in the data active means activation above about 30%, passing the limit was not always enough; inconclusive means no clear call, values can overlap the other calls;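 further: 0% = neutral control wells and 100% = positive control wells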
# CDK5 inh – blocks human CDK5/p35 kinase activity | Q00535+Q15078 | Recombinant CDK5/p35, ADP-Glo luminescence, 60 min | inhibition, % at 10 µM | 330,000 tested, 0.01% active | AID 488839;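 active means highest replicate inhibition of at least 50% and at least 75% of replicates reaching 50%; inconclusive means only one of the two criteria met; inactive means both criteria failed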;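 further: plate controls were DMSO neutral control for no effect and GW8510 at 10 µM for full effect; many of its hits are not listed in these tables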
# Target sequence (Q00535 whole entry, looked up): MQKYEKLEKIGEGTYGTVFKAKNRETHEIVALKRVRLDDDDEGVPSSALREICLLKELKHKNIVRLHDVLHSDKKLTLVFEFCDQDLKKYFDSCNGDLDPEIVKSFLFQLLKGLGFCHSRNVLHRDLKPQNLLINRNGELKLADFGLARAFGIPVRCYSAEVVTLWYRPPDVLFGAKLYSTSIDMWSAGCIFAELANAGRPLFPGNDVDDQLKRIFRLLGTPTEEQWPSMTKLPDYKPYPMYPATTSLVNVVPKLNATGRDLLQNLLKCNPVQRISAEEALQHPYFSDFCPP
# Target sequence (Q15078 whole entry, looked up): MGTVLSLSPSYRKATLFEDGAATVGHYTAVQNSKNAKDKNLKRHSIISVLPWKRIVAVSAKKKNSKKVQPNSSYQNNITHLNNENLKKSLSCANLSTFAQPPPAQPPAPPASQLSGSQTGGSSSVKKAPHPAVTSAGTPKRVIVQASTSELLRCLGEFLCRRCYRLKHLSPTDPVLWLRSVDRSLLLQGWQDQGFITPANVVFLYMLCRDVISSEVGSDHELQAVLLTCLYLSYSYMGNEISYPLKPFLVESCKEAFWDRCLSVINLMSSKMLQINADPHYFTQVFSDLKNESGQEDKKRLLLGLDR
# Tat transport – inhibitors of E. coli Tat protein transport | E. coli MC4100 TorA-mCherry Tat export, fluorescence | inhibition, % at 10 µM | 340,000 tested, 0.036% active | AID 488895;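 active means mean replicate inhibition at least 50% and at least half of replicates individually reaching 50%; inconclusive means only one of the two criteria met; inactive means neither criterion met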;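 further: exported cargo escapes ClpAP degradation while cytoplasmic cargo is degraded and loses fluorescence; 0% = median of neutral control wells and 100% = median of NaSCN control wells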
# V-ATPase pH – alters yeast V-ATPase proton transport; S. cerevisiae, pHLuorin cytosolic pH fluorescence; 350,000 tested, 0.37% active; response, % at 10 µM; in the data active means response mostly above about 7.3%, no sharp cut-off; inactive means mostly below about 5.4%; further: actives read high; inactives centre near 0; some compounds called inactive have numbers as strong as hits
# CAL PDZ FP-1 – blocks peptide binding to the human CAL PDZ domain. Q9HD26. purified CAL PDZ, TMR-peptide fluorescence polarization, 1 h. inhibition, % at 24.9 µM. 300,000 tested, 0.92% active. AID 602252;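 active means mean inhibition of at least 30% with at least half of replicates also reaching 30%; inconclusive means no clear call, values can overlap the other calls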;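 further: 0% = DMSO neutral control and 100% = excess unlabeled competitor peptide PRC23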
# dFosB act – enhances mouse delta FosB homodimer DNA binding; purified delta FosB, TAMRA-CDK5 oligo fluorescence polarization; percent of positive-control signal above neutral wells; activation, % at 25 µM; 340,000 tested, 0.99% active; AID 493131;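 active means mean activation above about 17%, with every replicate also reaching it, limit read from the data, passing the limit was not always enough; inconclusive means only one of the two conditions met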;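 further: fluorescence polarization rise as delta FosB binds a TAMRA Cdk5 AP-1 oligo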
# CAL PDZ FP-2 – human CAL PDZ-peptide interaction inhibition; AID 504414; inhibition, % at 20 µM; purified CAL PDZ, TMR-peptide fluorescence polarization, 1 h; Q9HD26; 330,000 tested, 0.02% active;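 active means highest replicate inhibition of at least 40%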;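 further: plate controls were DMSO neutral control wells for no effect and unlabeled competitor peptide control wells for full effect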
#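 Material: tagged CAL PDZ protein CerCALP, purified; buffer or medium: sodium phosphate/NaCl buffer pH 7.4 with TCEP, IgG, Thesit; also added: fluorescent TMR peptide probe; schedule: 1 h incubation at room temperature before polarization reading; technique: fluorescence polarization from S- and P-plane intensities, G-factor corrected; control set: unlabelled peptide and DMSO controls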
# RTF Ca sens act – cardiac RTF calcium sensitization; P19429+P45379; IANBD-labeled TnC RTF fluorescence at EC20 calcium; 0% EC20 calcium, 100% full calcium; activation, % at 7.2 µM; 340,000 tested, 0.24% active; AID 493008;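 active means activation above the mean over all tested compounds plus 3 SD, cut at about 30% in these data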;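 further: rise in fluorescence read as greater calcium sensitivity of cardiac thin filaments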
# * marks the source's active call; other numbers are inactive results; ? = inconclusive; nt = no result given. Random draw from the library, and some 4.1% of all compounds hit somewhere here.
# Value order – Rtt109 HAT inh	MITF TRPM1 HTS	Wnt act	CDK5 inh	Tat transport	V-ATPase pH	CAL PDZ FP-1	dFosB act	CAL PDZ FP-2	RTF Ca sens act
- Nc1cc(-c2ccc(Br)cc2)nn1S(=O)(=O)c1ccccc1
  -8	-19	-3	2.0	-4	2	nt	1	-0.6	2
- S=C(NCc1ccco1)Nc1ccc(Cl)cc1
  -11	4	2	-1.1	-6	0	-5	5	-1.2	-2
- O=C(Nc1ccccn1)c1ccc(S(=O)(=O)N2CCCCCC2)cc1
  4	64	25	-0.6	-4	-7	-4	-3	-3.3	-1
- COc1cccc(C2N(c3ccc(Cl)c(Cl)c3)C(=O)C3CCCN32)c1OC (stereo unspecified)
  nt	nt	-1	-0.8	0	-3	-2	1	-0.9	-1
- CC(C)(C)c1ccc(OCc2cnc(Cl)s2)cc1
  2	71	4	0.2	9	1	7	9	-15	6
- Cc1ccc(NC(=O)[C@H](NC(=O)[C@@H]2Cc3ccccc3CN2)c2ccccc2)cc1C
  19	-6	-2	1.9	-3	1	1	?	-1.3	1
- Nc1cc(=O)[nH]c(SCC(=O)Nc2ccc(Oc3ccccc3)cc2)n1
  -162	11	-3	-1.4	-5	2	-4	-2	-2.7	-7
- CCC(=O)N1C(C(=O)N2CCCC2)CSC1c1ccc(OC)cc1 (stereo unspecified)
  -15	-5	-2	0.8	6	-3	nt	-6	-0.3	2
- O=C(C1CC1)N1CCN(C(c2ccccc2)c2ccccc2)CC1
  -3	-1	-4	-2.6	-1	2	-3	2	0.8	-1
- O=c1[nH]c(=O)n([C@H]2C[C@H](O)[C@@H](CO)O2)cc1Br
  3	-21	46*	0.7	6	2	-2	2	-2.6	-5
- CC/C(=N\Nc1ccccc1[N+](=O)[O-])c1ccc(O)cc1
  0	-2	7	-5.6	-6	2	-5	-13	-0.1	nt
- CC(C)(C)OC(=O)C[C@@H]1C/C=C\C[C@@H](CC(=O)NCCO)C(=O)NC[C@H](c2ccccc2)OC1=O
  1	4	0	0.6	-13	1	1	0	-0.3	-3
- COC(=O)c1cc(S(=O)(=O)N2CCCCCC2)cn1C
  -2	-3	-2	-10	27	3	-1	-6	-0.9	-5
- Cc1ccc(OCC(=O)Nc2ccc(F)cc2)c([N+](=O)[O-])n1
  -3	104*	12	-0.2	0	2	-3	-1	0.0	3
- CC(NC(=O)/C=C/c1ccco1)c1nc2ccccc2n1Cc1cccc(Cl)c1 (stereo unspecified)
  8	17	3	-2.8	17	4	-2	-4	-2.0	3
- O=C(COC(=O)c1ccc(Br)o1)NCCc1ccccc1
  -2	11	1	0.0	1	-3	-3	-3	0.8	4
- COc1cc(OC)cc(-c2nc3ccccc3c(=O)o2)c1
  3	-16	nt	-0.3	0	0	0	6	-0.4	-7
- COC(=O)Cn1nc(-c2ccc(C)cc2)c2ccccc2c1=O
  -1	-12	-1	-3.6	1	-1	4	-3	-3.9	-2
- NC(=O)CSc1nccn1Cc1ccc(Cl)cc1
  0	14	1	-1.4	7	-1	-1	2	0.8	-2
- CCn1cc(/C=N\NC(=O)c2csc3ccccc23)c(C)n1
  -9	-6	5	-0.5	9	1	32*	-12	nt	3
- CN(C)/C=N/c1sccc1C(N)=O
  -15	1	nt	0.6	-9	16*	-1	-1	nt	-6
- O=C1C(C2=NC(c3ccccn3)C3C(=O)N(c4ccccc4)C(=O)C23)=C(O)c2ccccc21 (stereo unspecified)
  -9	-4	0	-0.2	-2	-5	nt	26*	-0.4	-3
- Cc1cccc(N2CCN(C(=O)C3CCN(S(=O)(=O)c4c(C)noc4C)CC3)CC2C)c1 (stereo unspecified)
  -2	9	-3	-10	15	3	-3	-13	0.3	11
- CCOC(=O)c1c(C)[nH]c(C)c1C(=O)COC(=O)c1cc2ccccc2cc1O
  4	-1	-6	-0.1	15	3	-1	-6	-2.7	-6
- CC(C)c1nnc(NC(=O)CS(=O)(=O)c2ccccc2)s1
  0	8	1	0.0	-9	1	-10	1	-0.4	4
- Cc1cccc(NC(=S)NC2CC3CCCC(C2)N3Cc2cccs2)c1C (stereo unspecified)
  nt	8	-1	0.1	-3	0	-2	-2	-2.6	5
- Cc1ccc(C(=O)Oc2ccc3c(c2)ncn3C)cc1
  1	15	0	0.2	6	0	3	-18	-3.5	4
- Cc1ccccc1-c1nnc(SCC#N)o1
  -4	-6	-1	-1.3	-2	2	-1	5	-2.3	2
- CC(=O)Nc1c2c(nn1-c1ccc(C)cc1C)CSC2
  10	8	-1	-0.6	2	2	1	-6	-0.4	0
- CC(=O)c1ccccc1C(=O)N1CCCC(CCC(=O)N2CCN(c3ccccn3)CC2)C1 (stereo unspecified)
  -7	-4	-1	0.9	-11	1	-1	2	-2.1	-1
- Cc1cc(F)ccc1NC(=O)c1cccnc1
  -25	-2	-2	1.2	-5	0	3	1	0.0	-1
- CCOC(=O)c1oc2ccccc2c1NC(=O)c1ccco1
  -14	-3	1	-1.6	5	-2	5	-21	0.7	-7
- COc1cccc(-c2nnc(-c3ccc(C)o3)o2)c1
  4	8	23	1.8	-10	1	-6	-14	-1.7	0
- CCOc1ccc(-c2csc(NC(=O)CSCC(=O)O)n2)c2ccccc12
  5	-6	-2	0.0	2	-6	-1	-6	nt	1
- COc1cccc(NC(=O)C2C3C=CC4(O3)C2C(=O)N(C2CC2)C4C(=O)NC2CCCCC2C)c1 (stereo unspecified)
  4	2	-1	0.9	-5	-6	-3	-5	0.0	-4
- O=C(Nc1ccsc1C(=O)NC1CCCCC1)c1ccc(F)cc1
  5	nt	nt	-0.9	0	-1	0	-4	-0.6	1
- CCOc1ccc(NC(=S)NN2CCN(C)CC2)cc1
  3	-4	-3	0.2	-7	-3	-3	-10	-1.6	2
- CCC1(c2ccccc2)NC(=O)N(CC(=O)Nc2ccccc2C(=O)NC2CCCC2)C1=O (stereo unspecified)
  2	1	2	0.3	-6	0	-1	5	-3.0	-2
- Cc1cccc2cc(CN(CCc3ccccc3)C(=O)N3CCOCC3)c3nnnn3c12
  1	nt	8	1.8	1	6	0	0	-1.4	6
- CC(CN1C(C)CCCC1C)OC(=O)c1ccccc1Cl (stereo unspecified)
  2	-3	-1	-0.1	-4	-2	-6	0	-2.3	1
- O=C(Cc1ccc(S(=O)(=O)N2CCOCC2)s1)OCc1ccc(Cl)cc1
  -5	4	-5	0.0	-1	-2	-1	-5	-0.1	0
- Cc1ccc(NC(=O)COC(=O)C2=COCCO2)c([N+](=O)[O-])c1
  5	-2	-1	-0.5	-2	0	6	1	-2.7	-4
- Cc1cccc(NC(=O)c2ccc([N+](=O)[O-])s2)n1
  5	-57	10	-0.9	-26	-2	-3	-13	-2.2	5
- COc1ccc(CCN2C(=S)N(c3ccccc3)C(=O)C2CC(=O)O)cc1OC (stereo unspecified)
  nt	0	-1	2.2	-5	-1	-4	-1	-0.2	0
- COc1ccc(Br)cc1CN(C)C(=O)Cc1ccc(S(=O)(=O)N2CCOCC2)s1
  -5	0	-4	-1.5	-6	-5	-5	-3	-2.0	1
- COc1ccc(C)cc1NC(=O)CNc1ccccc1CN(C)C1CCCCC1
  10	23	-14	0.9	0	0	-4	-5	-0.3	0
- Cc1ccnc(NS(=O)(=O)c2cccs2)c1
  nt	-3	nt	2.9	1	1	-1	5	-2.8	-4
- COc1ccc2c(C)cc(=O)[nH]c2c1
  1	0	-1	-6.7	26	0	14	-6	-1.1	4
- O=C(c1ccccc1)n1ccc(-c2cnc(-c3ccccc3)s2)n1
  -11	43	nt	0.1	-2	1	-4	2	0.1	1
- Cc1cc(N2CCCCC2)ccc1[N+](=O)[O-]
  -3	-1	2	0.8	4	-2	-2	6	-0.3	-3
- CCCCCCOc1ccc(C(CC(=O)O)C(N)=O)cc1 (stereo unspecified)
  15	-7	nt	-2.3	4	-4	0	5	-0.8	-3
- Cc1ccc(S(=O)(=O)NC2=NCN(CCN3CCOCC3)CN2)cc1
  -2	nt	1	-0.3	-1	1	-4	-1	nt	9
- Cc1cc(C)nc(-n2ncc3c2CC(c2ccccc2)CC3=O)n1 (stereo unspecified)
  -17	17	nt	-0.7	2	-4	0	-15	-4.3	0
- Cc1c(C(=O)Nc2cccc([N+](=O)[O-])c2)csc1-c1ccccc1
  0	56	nt	-0.6	3	-4	0	58*	-0.9	-4
- OCC1OC(Oc2c[nH]c3ccccc23)C(O)C(O)C1O (stereo unspecified)
  2	-19	5	-0.4	-5	2	-1	-6	0.2	9
- Cc1ccc(NC(=O)C2CCN(C(=O)c3ccccc3C)CC2)nc1
  -2	12	-2	-0.3	-7	-2	-5	3	0.2	2
- O=C(Cc1ccccc1)n1nc(-c2ccccc2)nc1NCc1ccco1
  7	13	15	0.9	3	8	nt	-6	0.5	1
- O=C(c1ccc([N+](=O)[O-])cc1)N1CCc2ccccc2C1
  1	-4	-4	-0.5	1	1	-8	-4	-2.2	10
- COc1cc([N+](=O)[O-])ccc1NC(=O)NCCCN1CCCC1=O
  -1	-15	-1	-2.5	-5	0	-5	-3	-1.2	2
- Cc1ccc(NC(=O)c2ncn(CC(=O)NCc3ccc4c(c3)OCO4)n2)cc1C
  -3	44	0	0.8	5	-1	-2	-4	-0.3	-4

# Next section:
# Value order – Rtt109 HAT inh	MITF TRPM1 HTS	Wnt act	CDK5 inh	Tat transport	V-ATPase pH	CAL PDZ FP-1	dFosB act	CAL PDZ FP-2	RTF Ca sens act
- C/C(CC(=O)Nc1ccc(N(C)C)cc1)=N\NC(=O)c1ccccn1
  -2	24	nt	0.1	-1	6	nt	-14	-0.2	0
- CN(C)C(=O)CCc1nc(-c2ccc(C(C)(C)C)cc2)no1
  -5	20	-4	0.3	-10	-1	3	-3	0.1	-3
- COC(=O)c1sc(OC)cc1OCc1ccc(C)cc1
  4	19	nt	2.8	0	-3	-5	-9	-0.9	-1
- Cc1nn(C)c(C)c1/C=N/O
  -2	9	nt	3.4	-5	-4	-2	-1	-0.8	9
- COc1ccc(-c2csc(NC(=O)c3ccccc3F)c2C(=O)O)cc1
  nt	46	10	-1.5	0	1	-1	0	-3.2	2
- CN(C)CCCOC(=O)c1ccc(Cl)cc1Cl
  11	nt	nt	0.4	-7	2	-4	9	-1.3	-4
- CCOc1ccc(N2C(=O)C(C)CNC2=S)cc1 (stereo unspecified)
  0	6	1	1.0	2	-3	-4	5	-0.3	-2
- C(=N\Nc1nc2ccccc2s1)/c1ccc2c(c1)OCO2
  -5	24	14	-0.9	1	2	1	10	-1.0	1
- N#Cc1cc2c(=O)n3ccccc3nc2n(CCCN2CCOCC2)c1=O
  -111	nt	-4	0.6	9	-59	-3	1	nt	14
- Cc1cccc(C(=O)N/C(=C\c2ccco2)C(=O)N2CCCCCC2)c1
  8	13	-1	0.1	-1	2	-8	-11	-1.9	7
- CC1Nc2nc(NC(=O)C(C)(C)C)[nH]c(=O)c2N(C)C1C (stereo unspecified)
  4	-2	-2	1.0	5	12*	-2	-9	-3.7	-2
